High-throughput results as filed in PubChem BioAssay.
CHRM1 agonist: agonists of human M1 muscarinic receptor. P11229. activation, % at 3 µM. CHO-K1 hM1, Fluo-8 calcium fluorescence, agonist mode; 0% DMSO, 100% acetylcholine EC100. 360,000 tested, 0.33% active;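 active = activation above the run's mean compound activation plus 3 SD, cut at about 16% in these data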;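 note: peak over basal fluorescence ratio within a 140 s kinetic read after compound addition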
M5 ag: agonists of human muscarinic M5 receptor (CHRM5); P08912; CHO-K1 hM5 cells, Fluo-8 calcium fluorescence; 0% DMSO wells, 100% maximal acetylcholine response; activation, % at 3 µM; 360,000 tested, 0.19% active; AID 624037;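 active = activation above the run's mean over test compounds plus 3 SD, cut at about 23% in these data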;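 note: signal is peak over basal fluorescence ratio across the kinetic read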
CHRM4 antagonist: CHRM4 antagonism in calcium assay; CHO-hM4 cells, ACh EC80, Fluo-8 calcium fluorescence; inhibition, % at 3 µM; P08173; 360,000 tested, 0.73% active;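 active = inhibition above its plate's cutoff, the mean inhibition of sample wells plus 3 SD, cut at about 27% in these data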;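 note: 0% = acetylcholine EC80 with DMSO and 100% = DMSO without agonist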
Target sequence (P08173 whole entry, looked up): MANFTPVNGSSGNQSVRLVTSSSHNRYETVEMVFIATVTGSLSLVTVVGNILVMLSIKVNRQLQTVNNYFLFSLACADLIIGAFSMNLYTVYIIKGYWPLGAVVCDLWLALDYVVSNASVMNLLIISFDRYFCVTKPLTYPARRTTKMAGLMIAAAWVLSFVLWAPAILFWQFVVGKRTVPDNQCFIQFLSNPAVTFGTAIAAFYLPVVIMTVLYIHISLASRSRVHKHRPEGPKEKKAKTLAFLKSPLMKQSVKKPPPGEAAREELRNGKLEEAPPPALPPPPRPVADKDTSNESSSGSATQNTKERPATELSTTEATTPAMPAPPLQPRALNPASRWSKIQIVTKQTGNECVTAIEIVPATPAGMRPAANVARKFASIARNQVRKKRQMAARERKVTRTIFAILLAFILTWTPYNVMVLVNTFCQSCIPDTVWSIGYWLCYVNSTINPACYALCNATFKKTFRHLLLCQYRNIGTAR
M4 ag: agonists of human muscarinic M4 receptor (CHRM4); P08173; CHO-K1 hM4/Gqi5, Fluo-8 calcium fluorescence; vehicle 0%, full acetylcholine response 100%; activation, % at 3 µM; 360,000 tested, 0.14% active;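 active = activation above the run mean over all test wells plus 3 SD, cut at about 32% in these data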;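 note: peak over basal fluorescence ratio per well then scaled between controls; 0% = DMSO wells and 100% = acetylcholine at EC100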
CHRM1 antagonist: human CHRM1 antagonism. P11229. CHO-K1 hM1, Fluo-8 calcium fluorescence, ACh EC80 antagonist. inhibition, % at 3 µM. 360,000 tested, 1.3% active. AID 588852;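 active = percent inhibition above its own plate's cutoff, namely the mean of that plate's compound wells plus 3 SD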;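 note: peak over basal fluorescence ratio during 140 s after agonist addition; 0% = ACh EC80 plus DMSO and 100% = DMSO alone without agonist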
TAAR1 ag: agonists of human TAAR1; Q96RJ0; CHO RD-HGA16 TAAR1, Fluo-8 calcium fluorescence; vehicle wells 0%, saturating PEA agonist 100%; activation, % at 3 µM; 360,000 tested, 0.99% active; AID 624467;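 active = activation above the mean activation of all test compounds in the run plus 3 SD, cut at about 38% in these data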
Target sequence (Q96RJ0 whole entry, looked up): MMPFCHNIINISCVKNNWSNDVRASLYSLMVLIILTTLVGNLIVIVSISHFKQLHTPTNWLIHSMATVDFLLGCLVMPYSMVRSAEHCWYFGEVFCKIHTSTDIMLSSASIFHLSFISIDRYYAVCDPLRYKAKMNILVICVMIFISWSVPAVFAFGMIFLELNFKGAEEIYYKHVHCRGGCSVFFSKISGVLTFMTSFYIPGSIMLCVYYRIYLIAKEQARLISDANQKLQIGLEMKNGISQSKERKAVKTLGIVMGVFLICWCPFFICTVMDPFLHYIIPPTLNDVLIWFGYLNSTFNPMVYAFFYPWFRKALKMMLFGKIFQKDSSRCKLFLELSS
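Repeats: no replicates (n 1) | Material: CHO-derived RD-HGA16 cells with stable Gα16 and human TAAR1 | Technique: Kinetic Fluo-8 calcium fluorescence | Schedule: 17-24 h seeding, 75 min 37 °C dye, 30 min RT | Evaluation: % activation from peak over basal fluorescence ratio, DMSO-to-PEA scaled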
CHRM5 PAM: CHRM5 positive allosteric modulation. P08912. CHO-K1 hM5, Fluo-8 calcium, ACh EC20 PAM; 0% = ACh EC20, 100% = ACh EC100. activation, % at 3 µM. 360,000 tested, 0.3% active. AID 624038;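 active = activation above the run cutoff, the mean activation of all test compounds plus 3 SD, cut at about 18% in these data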
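Assay system: CHO-K1 hM5 cells / Incubation: Fluo-8 loading 80 min at 37 °C plus 30 min room temperature / Technique: Fluo-8 calcium dye fluorescence, kinetic read / Repeats: single replicate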
M5 antag: antagonists of human muscarinic M5 receptor (CHRM5) | P08912 | CHO-hM5 cells, Fluo-8 calcium fluorescence, ACh EC80 | inhibition, % at 3 µM | 360,000 tested, 0.59% active;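 active = inhibition above a per-plate cutoff, the mean of that plate's test compounds plus 3 SD, cut at about 27% in these data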;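 note: 0% = acetylcholine EC80 with DMSO and 100% = DMSO without agonist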
CHRM1 PAM: human CHRM1 positive allosteric modulation | P11229 | CHO-K1 hM1, Fluo-8 calcium fluorescence, ACh EC20; 0% = ACh EC20, 100% = maximal ACh | activation, % at 3 µM | 360,000 tested, 0.088% active | AID 588819; in the data active = activation above about 19%, passing the limit was not always enough
* marks the source's active call; other numbers are inactive results; . = not tested or not shown. This is a subset, so the mix of outcomes need not match the whole.

molecule	CHRM1 agonist	M5 ag	CHRM4 antagonist	M4 ag	CHRM1 antagonist	TAAR1 ag	CHRM5 PAM	M5 antag	CHRM1 PAM
CN(C)C(=O)CSc1nnc([C@@H](N)Cc2ccccc2)o1	-2	-1	3	1	-3	2	2	8	2
CCOC(=O)c1ccccc1NC(=O)c1c(O)[nH]c(=S)[nH]c1=O	-2	0	-5	1	-6	1	7	10	10
O=C(c1ccc2c(c1)OCO2)C1CCCN(CC2CCCCC2)C1 (stereo not drawn)	-15	-11	41*	0	42*	0	-11	8	-37
ClC(Cl)(Cl)c1ccccc1	0	4	0	2	-19	0	0	1	14
O=C1NC(=O)N(Cc2ccccc2Cl)C(=O)/C1=C/c1cccs1	-2	2	-4	1	-7	25	8	-6	3
O=S(=O)(NC1CN2CCC1CC2)c1ccc(Cl)cc1 (stereo not drawn)	-12	-7	1	1	25*	-3	-3	17	-19
CN1CCC2(CC1)N=C(c1ccc(F)cc1)C(=S)N2	-16	-11	-3	2	26*	2	-17	17	-37
O=C1C2CCN(CC2)[C@@H]1Cc1ccc2ccccc2c1O	-2	-6	47*	2	40*	6	-17	30*	-17
Cc1ccc(-n2c(O)c(C=NCc3cccnc3)c(=O)[nH]c2=O)cc1C	-3	-1	8	-1	3	5	-6	2	-1
C/C(=N\N1CCCCCC1)c1c(O)n(-c2ccc(Cl)cc2)c(=O)[nH]c1=O	-1	0	-2	0	-12	7	-7	13	12
CC(=C1C(=O)c2ccccc2C1=O)N1CCN(CCN=Cc2c(O)n(C)c(=O)n(C)c2=O)CC1	-6	-2	-1	-1	-13	2	-2	0	1
Cc1ccc(/C=C2/C(=O)NC(=O)N(CCc3ccc(F)cc3)C2=O)s1	-3	-2	-13	1	-16	3	3	-3	9
CNCC(O)c1cc(OCc2ccccc2)c(OCc2ccccc2)cc1F (stereo not drawn)	0	2	14	17	6	45*	2	8	7
CC1CCCN(C(=O)c2ccc(N3CC4CC(C3)c3cccc(=O)n3C4)c([N+](=O)[O-])c2)C1 (stereo not drawn)	-6	2	2	0	-10	1	-3	-1	3
CC(C)OP(=O)(OC(C)C)C(O)c1ccccc1F (stereo not drawn)	-7	1	0	2	0	0	-1	3	-3

Further results:
molecule	CHRM1 agonist	M5 ag	CHRM4 antagonist	M4 ag	CHRM1 antagonist	TAAR1 ag	CHRM5 PAM	M5 antag	CHRM1 PAM
O=S(=O)(c1ccc(Cl)cc1)N1CCCCC1c1cccnc1 (stereo not drawn)	-10	-1	5	2	8	2	-2	-3	-5
COC(=O)CNC(=O)c1cn(CCC#N)nc1-c1ccc(F)cc1	-6	-3	2	0	-3	3	5	7	2
COc1ccc(N=Cc2c(O)n(-c3ccc(C)cc3)c(=O)[nH]c2=O)cc1	-1	3	6	0	-10	6	1	4	11
O=C1NC(=S)NC(=O)C1=Cc1ccc2c(c1)CCN2CCCCl	-6	-3	1	1	-8	.	6	1	0
COc1ccc(C(=O)Cn2c(NCCCl)nc3ccccc32)cc1	-4	-5	10	1	-14	3	-2	18	10
NC(Cc1ccc(F)cc1)c1csc(Nc2cnccn2)n1 (stereo not drawn)	7	2	-13	4	-18	10	1	1	15
Cc1nc2cc(F)ccc2n1C1CCN(Cc2nnnn2CCc2ccccc2)CC1	-5	1	6	3	5	19	-8	8	1
CCCCCCC(=O)N/N=C/c1c(O)n(CCCC)c(=S)[nH]c1=O	-4	4	-2	-1	3	2	-5	7	-1
COc1ccc(C(=O)O)cc1OC	0	3	-11	2	-23	0	1	5	11
Cc1cc2c(C(F)(F)F)cc(=O)oc2c2c1NCCC2	-2	0	-3	1	-2	15	8	-15	3
COCCn1cc(C(=O)N2CCC3(CC2)OCCO3)c2c3ccccc3n(C)c2c1=O	-2	2	-2	9	5	9	-15	8	-4
CCOC(=O)C1=Nc2ccccc2/C1=C\c1c(O)n(C)c(=O)n(C)c1=O	-3	5	12	2	-7	2	-1	12	12
CCN(CC)CCNCC(=O)Nc1ccc(Cl)cc1C(=O)c1ccccc1	-6	-13	-2	1	-1	11	-8	4	-11
c1ccc2c(c1)[nH]c1cnccc12	-5	1	-10	6	-21	2	-9	2	-1
COC(=O)C1=C(c2ccccc2OCc2ccccc2)C[C@@H]2CC[C@H]1N2C	-10	-3	-1	3	3	4	-6	-2	-4

(next part)
molecule	CHRM1 agonist	M5 ag	CHRM4 antagonist	M4 ag	CHRM1 antagonist	TAAR1 ag	CHRM5 PAM	M5 antag	CHRM1 PAM
COC(=O)C1=C(c2cccc(OCc3ccccc3)c2)C[C@@H]2CC[C@H]1N2C(=O)NC1CCN(Cc2ccccc2)CC1	-10	-9	9	5	6	13	-11	5	-10
CCNCC(O)c1cccc(O)c1 (stereo not drawn)	-1	0	2	0	-1	14	-4	1	-10
CN(C)CC1CCCCC1OC(=O)Cc1ccc(Cl)c([N+](=O)[O-])c1 (stereo not drawn)	-3	-3	-8	1	-20	-4	2	2	13
CCN(CC)c1ccc(/C=N/c2sc3c(c2C#N)C2CCN3CC2)c(O)c1	-2	-5	1	0	11	.	0	1	2
C/C1=C\[C@@H](C)C/C=C/[C@H]2[C@@H]3O[C@]3(C)[C@@H](C)[C@H]3[C@H](Cc4c[nH]c5ccccc45)NC(=O)[C@]32C(=O)/C=C/C(=O)[C@@H]1O	0	4	3	18	0	.	7	-12	-3
CO[C@H]1C=CCCC=CC(=O)O[C@H]([C@H](C)C(=O)CCCC2CC(=O)NC(=O)C2)C(C)=C[C@@H](C)[C@@H]1O	.	-2	-2	2	.	3	2	1	.
Cc1ccc(NC(=O)[C@@H](NC(=O)N2C[C@H]3C[C@@H](C2)c2cccc(=O)n2C3)C(C)C)cc1	-3	0	-5	0	-12	0	1	-1	6
CCN1CC2(COC(=O)c3ccccc3N)CCC(OC)C34C5CC6C(OC)CC(O)(C5C6OC)C(O)(C(OC)C23)C14 (stereo not drawn)	-3	0	7	1	2	.	1	3	-1
O=C1NC(=O)[C@]2(Cc3ccccc3N3CCN(c4ccccc4)CC32)C(=O)N1c1ccccc1 (stereo partly drawn)	-6	-3	-4	2	-11	5	-8	14	10
O=C1NC(=O)C2(Cc3ccccc3N3CCCC32)C(=O)N1c1ccccc1 (stereo not drawn)	-2	-2	-3	0	4	13	-4	7	2
Cc1cc(=O)oc2cc(OCC(=O)N3CCN(Cc4ccccc4)CC3)ccc12	-4	-2	-1	2	-16	2	-4	17	9
COc1ccc(-n2c(-c3ccco3)nc3ccccc3c2=O)cc1	-4	0	5	2	-5	0	2	-6	14
CC(C)N1CCN(Cc2ccccc2C(F)(F)F)CC1CCO (stereo not drawn)	-14	-5	8	0	4	5	1	0	-5
CCOc1ccc(CN2CCCC(C(=O)c3ccccc3OC)C2)cc1 (stereo not drawn)	-9	-11	15	1	16	2	-10	12	-8
CC1CCC(C(C)C)C(OC(=O)Cn2c(COc3ccccc3)[n+](C)c3ccccc32)C1 (stereo not drawn)	-8	-22	9	0	28	3	-12	16	-21

(list continues)
molecule	CHRM1 agonist	M5 ag	CHRM4 antagonist	M4 ag	CHRM1 antagonist	TAAR1 ag	CHRM5 PAM	M5 antag	CHRM1 PAM
S=P(N1CCOCC1)(N1CC1)N1CC1	0	2	-15	0	6	1	-5	6	-2
CC[C@H]1CC2CN3CCc4c([nH]c5ccccc45)C(C(=O)OC)(C2)C13 (stereo partly drawn)	0	1	-15	3	-18	.	2	-3	10
c1ccc(CN2CCc3nc4ccccc4cc3C2)cc1	-5	-1	2	3	1	-1	-2	5	-1
COC(=O)C1=C(c2ccc(S(C)(=O)=O)cc2)C[C@@H]2CC[C@H]1N2C(=O)N1CCCC1	-3	0	12	1	6	18	-4	11	-2
C[C@]12CC[C@H](O)CC1=CC(=O)C1C2CC[C@]2(C)C(=O)CCC12 (stereo partly drawn)	-4	3	-15	5	-10	3	4	13	8
CC(C)OC1CCCC(O)C1CC(=O)O (stereo not drawn)	0	2	6	1	-16	4	10	1	14
Cc1nc2c(C(=O)N3CCC4(CC3)OCCO4)cnn2c(C)c1Cc1cccc(Cl)c1	-7	1	-2	5	-5	0	3	6	4
O=C(c1ccc(-c2ccccc2)c(F)c1)C1CCCN(CCO)C1 (stereo not drawn)	-14	-4	2	6	22	6	-6	15	-21
c1ccc2c3c([nH]c2c1)CNCC3	-3	0	2	2	-24	13	1	5	1
COC(=O)C12CCc3cc(OC)ccc3C1=CC(=O)C2 (stereo not drawn)	-4	0	-12	1	-5	4	-2	5	3
CSCCC(c1nnnn1-c1c(C)cccc1C)N1CCC(n2c(=O)[nH]c3ccccc32)CC1 (stereo not drawn)	4	4	-5	6	-26	11	1	-2	6
COc1cc(/C=C/c2nc3ccccc3c(=O)n2-c2ccc(O)cc2)ccc1O	-1	3	29*	22	21	16	-12	25	-9
Cc1cc(S(N)(=O)=O)ccc1N=Cc1c(O)n(-c2ccccc2)c(=O)[nH]c1=O	-7	-2	-3	1	-4	7	6	-5	8
c1cc2c(cc1[C@H]1OC[C@H]3[C@@H]1CO[C@@H]3c1ccc3c(c1)OCO3)OCO2	-1	1	4	1	-21	3	4	1	-2
O=C1CC(c2cccnc2)=NN1c1ccc(Cl)cc1Cl	-3	4	-4	3	-9	-1	-6	5	4

Carrying on.
molecule	CHRM1 agonist	M5 ag	CHRM4 antagonist	M4 ag	CHRM1 antagonist	TAAR1 ag	CHRM5 PAM	M5 antag	CHRM1 PAM
Cn1c(O)c(/C=C2\C=c3ccccc3=NC2=O)c(=O)n(C)c1=O	-2	-2	-16	1	-7	3	-2	3	5
COc1ccc(C(O)CNC(C)C)c(F)c1OC (stereo not drawn)	-4	2	-5	0	0	8	-19	13	2
CCCNC(=O)N1[C@H]2CC[C@@H]1C(C(=O)OC)=C(c1cc3ccccc3o1)C2	-15	-9	3	3	4	1	16	0	-7
COc1ccc(OC(=O)N(C)C)c(CN(C)C)c1	-1	-1	6	1	-6	9	0	-2	-7
c1cc2n(c1)-c1c(ccc3c1OCO3)CNC2c1ccc2c(c1)OCO2 (stereo not drawn)	-2	-3	-1	7	19	8	-7	10	-21
S=C(NCCc1ccccc1)N1Cc2ccc(Br)cc2-n2nncc2C1	7	-2	-11	9	0	60*	-6	-1	5
COC(=O)C1=C(c2ccc(F)cc2F)C[C@@H]2CC[C@H]1N2C(=O)N1CCC(O)CC1	0	2	-11	1	-10	1	11	8	6
C[C@@H]1O[C@@H](O[C@H]2C[C@@H](O)[C@]3(CO)[C@H]4[C@H](O)C[C@]5(C)[C@@H](C6COC(=O)C6)CC[C@]5(O)[C@@H]4CC[C@]3(O)C2)[C@H](O)[C@H](O)[C@H]1O (stereo partly drawn)	-5	0	34*	1	30	2	-7	-5	-23
CNCC(O)c1cccc(OC(=O)c2ccccc2C)c1 (stereo not drawn)	-3	-6	5	2	-5	12	3	-4	1
